MmCpn inh: M. maripaludis TRiC chaperonin inhibition | AID 504842 | Potency, µM (doses to about 76.9 µM), for the others: top-dose activity, negative = inhibition, hits mostly inhibitors | hit rate 0.031% among 330,000 | purified Mm-Cpn ATPase, ADP Transcreener TR-FRET; also: potency is read from the fitted curve at half-maximal effect; % is scaled to controls: 0 for no effect and ±100 for the full control effect; nearly all actives have a fitted effect of over 80% in size
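ATPase turnover read by TR-FRET ADP competition (Eu cryptate antibody/ADP-d2, 665/590 nm): 10uM ATP final, 25nM Mm-CPN final, 30 min 37degC after 10-min compound preincubation, pH 7.4 Tris/KCl/MgCl2/DTT buffer.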
CCT modulator: cytosolic chaperonin activity modulation | purified chaperonin ATPase assay, HTRF ADP detection, 30 min | activity change, % (concentration not given with the values), hits read low | hit rate 0.3% among 360,000; in the data active = activity change below about -30%; also: % is scaled to controls: 0 for no effect and ±100 for the full control effect
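ATPase activity: ADP formed was measured by HTRF Transcreener (665/615 nm ratio) after 30 min at 37 deg C with 10 uM ATP. Compounds screened at one 76 uM concentration against 40 or 20 nM TRiC in Tris pH 7.4/KCl/MgCl2/DTT buffer.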
A549 viability: kills or reduces viability of A549 cells in Nrf2 counter-screen | Potency, µM (titrated, usually from 46 µM), without a hit: at the highest dose activity change, negative = cytotoxicity, usual class: inhibitors | AID 504648 | hit rate 0.16% among 390,000 | A549 ARE-Fluc cells, CellTiter-Fluor viability, 18-24 h; also: potency is read from the fitted curve at half-maximal effect; % is scaled to controls: 0 for no effect and ±100 for the full control effect
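A549 ARE_Fluc cells in 5% FBS OPTI-MEM were exposed to compounds in concentration-response for 18-24 h at 37 deg C. Viability was read by CellTiter-Fluor fluorescence (Ex 405/Em 525) after 30 min, before the luciferase read.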
Nrf2 block: Nrf2 pathway inhibition; A549 ARE-Fluc reporter, luciferase luminescence, 18-24 h; Potency, µM (series often up to 46 µM), for the others: top-dose activity change, negative = inhibition, hits mostly inhibitors; hit rate 2.1% among 360,000; also: potency is read from the fitted curve at half-maximal effect; % is scaled to controls: 0 for no effect and ±100 for the full control effect; nearly all actives have a fitted effect of over 60% in size
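In this cell-based qHTS, ARE-driven firefly luciferase in A549 cells reports Nrf2 activity; the luminescent signal after BugLite lysis is the measured value, with a prior CellTiter-Fluor read for cell health.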
TGFb SMAD3 inh: TGF-b pathway inhibition; HepG2 CAGA-GFP TGF-b/SMAD3 reporter, GFP fluorescence, 18 h; TGF-beta stimulated, 500 pg/mL final; Potency, µM (highest dose often 46.1 µM), for the others: at the highest dose activity, negative = inhibition, usual class: inhibitors; hit rate 1.2% among 410,000; also: potency is read from the fitted curve at half-maximal effect; % is scaled to controls: 0 for no effect and ±100 for the full control effect; nearly all actives have a fitted effect of over 65% in size
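Cell-based qHTS in HEPG2 carrying a CAGA-GFP Smad reporter; compounds added before 500 pg/mL final TGF-beta, 18 h incubation at 37 degrees C, GFP fluorescence quantified per cell by imaging cytometry.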
EPAC2 antag: EPAC2 (human) antagonism. EPAC2 GEF exchange of Rap1B-BODIPY-GDP, fluorescence. Potency, µM (series often up to 114 µM), for inactives: at the highest dose activity, negative = inhibition, most hits filed as inhibitors. hit rate 0.18% among 360,000. AID 720708; also: potency is read from the fitted curve at half-maximal effect; % is scaled to controls: 0 for no effect and ±100 for the full control effect; nearly all actives have a fitted effect of over 45% in size; many of its hits are not listed in these tables
Target sequence (Q8WZA2 whole entry, looked up): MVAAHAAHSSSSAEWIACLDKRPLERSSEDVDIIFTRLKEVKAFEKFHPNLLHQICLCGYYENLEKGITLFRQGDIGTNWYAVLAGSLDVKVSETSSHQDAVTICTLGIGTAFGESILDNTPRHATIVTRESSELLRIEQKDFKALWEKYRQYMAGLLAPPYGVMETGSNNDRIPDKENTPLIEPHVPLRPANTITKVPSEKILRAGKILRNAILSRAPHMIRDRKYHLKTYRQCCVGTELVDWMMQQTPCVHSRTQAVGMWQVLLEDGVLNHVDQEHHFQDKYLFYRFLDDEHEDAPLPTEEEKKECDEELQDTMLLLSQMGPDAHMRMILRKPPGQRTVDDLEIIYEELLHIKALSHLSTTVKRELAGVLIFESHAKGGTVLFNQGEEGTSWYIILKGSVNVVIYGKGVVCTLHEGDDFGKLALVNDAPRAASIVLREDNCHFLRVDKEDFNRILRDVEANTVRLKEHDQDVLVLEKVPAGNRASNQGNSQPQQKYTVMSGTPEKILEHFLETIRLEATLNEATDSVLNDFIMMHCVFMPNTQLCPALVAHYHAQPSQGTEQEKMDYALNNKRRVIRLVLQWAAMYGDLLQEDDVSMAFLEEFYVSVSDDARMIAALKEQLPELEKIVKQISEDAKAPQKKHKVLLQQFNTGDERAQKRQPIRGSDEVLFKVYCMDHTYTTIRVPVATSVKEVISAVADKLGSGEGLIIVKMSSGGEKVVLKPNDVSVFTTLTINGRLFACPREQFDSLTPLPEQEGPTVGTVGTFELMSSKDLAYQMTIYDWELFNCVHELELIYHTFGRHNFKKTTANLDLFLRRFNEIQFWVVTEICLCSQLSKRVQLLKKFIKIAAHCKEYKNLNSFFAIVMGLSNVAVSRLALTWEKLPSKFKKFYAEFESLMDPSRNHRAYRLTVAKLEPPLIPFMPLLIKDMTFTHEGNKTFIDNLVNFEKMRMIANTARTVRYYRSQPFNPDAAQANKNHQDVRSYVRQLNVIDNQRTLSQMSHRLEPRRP
EPAC2 agonist: EPAC2 (human) agonism. EPAC2 activation, biochemical qHTS; response scale: 100% = 6.5 mM cAMP response. Potency, µM (titrated, usually from 154 µM), without a hit: at the highest dose activation, actives largely listed as activators. hit rate 0.079% among 360,000. AID 720711; also: potency is read from the fitted curve at half-maximal effect; nearly all actives have a fitted effect of over 50% in size
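Setup: EPAC2 100 nM, labeled Rap1B complex 250 nM, free GDP 50 uM. Compound titrations pinned in, brief spin, 5 min room temperature incubation. Kinetic fluorescence read over 30 min, normalized to 6.5 mM cAMP.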
Akt phos inh: blocks phosphorylation of Akt; Neuro2A IGF-stimulated pAkt S473 HTRF, 20 min; active compounds read low; activity change, % for hits at 50 µM; hit rate 0.32% among 360,000; AID 651550; in the data active = activity change below about -80%; inconclusive = mostly about -51% to -80%; also: % is scaled to controls: 0 for no effect and ±100 for the full control effect
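Single-point screen (50 µM final compound) in Neuro2A cells stimulated 20 min with 6 nM IGF at 37 deg C. After lysis, Ser473-phosphorylated Akt read by HTRF (ex 330 nm, em 615/665 nm) as the 665/615 ratio.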
Nrf2 activator: Nrf2 pathway activation; AREc32 ARE-luciferase reporter (MCF7-derived line), luminescence, 24 h; hit rate 0.31% among 410,000; Potency, µM (doses to about 46.1 µM), for the others: at the top dose activation, hits mostly activators; also: potency is read from the fitted curve at half-maximal effect; % of control where 0% means no effect; nearly all actives have a fitted effect of over 65% in size
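AREc32_Fluc, 1000 cells/well, OPTI-MEM + 5% FBS, o/n 37 deg C 5% CO2; 23 nL cpd by pin tool, 24 hr; Steady-Glo 30 min RT, luminescence.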
Numbers without * were called inactive; i = inactive; ? = inconclusive; nt = no result given; & = joins results of further samples; ! = not confirmed by another sample; [ ] = dose if it differs, or a comment. Unless noted, calls follow the shape of the dose curve; as a rule, active = well fitted curve in the direction sought with a large enough effect; inconclusive = small, poorly fitted or top-dose-only effect, or another doubt; inactive = no such curve, though single readings can be large; an effect the other way counts as inactive or inconclusive. An excerpt (hit frequency here may not be typical).

SMILES	MmCpn inh	CCT modulator	A549 viability	Nrf2 block	TGFb SMAD3 inh	EPAC2 antag	EPAC2 agonist	Akt phos inh	Nrf2 activator
CCCCN(C(=O)NC(=O)Nc1ccc(C)cn1)S(C)(=O)=O	2%	-1.1	-4%	4%	3%	-9%[57.1 µM]	13%	i	0.1%
O=S(=O)(c1ccccc1)c1nc(-c2ccccc2)oc1N1CCN(c2cccc(Cl)c2)CC1	nt	nt	13%	22%	?	nt	nt	nt	0.5%
O=C(COc1ccc2c(c1)oc(=O)c1ccccc12)NCCN1CCOCC1	-7%	-3.0	1%	-5%	-2%	2%	2%	i	5.5%
CC1CCN(C(=O)CNC(=O)c2cccc(OC(F)F)c2)CC1	-4%	1.3	-8%	9%	8%	1%	3%	i	4.3%
COc1ccc(C(=O)Nc2cc(OCc3ccccc3)c(Cl)cc2Cl)cc1	-1%	2.1	14%	nt	-28%	-2%	3%	i	-0.4%
CCc1nnc(NS(=O)(=O)c2ccc(N/C=C/C(=O)c3ccc(OC)cc3)cc2)s1	0%	-1.7	-17%	-4%	-9%	-8%	-8%	i	3.2%
CCOc1ccc(NC(=O)NNC(=O)c2ccc(Cl)cc2Cl)cc1	0%	-0.4	-2%	-5%	2%	4%	4%	i	0.1%
CCc1ccc(NC(=O)C2CCCN2c2nn3c(=O)cc(C)nc3s2)cc1 (stereo not given)	0%	2.9	2%	14%	10%	-2%	-2%	i	2.3%
CN(C)c1nc(N(C)C)nc(N(C#N)CN2C(=O)c3ccccc3S2(=O)=O)n1	3%	0.6	-4%	-17%	0%	4%	-1%	i	-0.5%
CCOC(=O)c1cc(CC)sc1/N=C/C1C(=O)CC(C)(C)CC1=O	-1%	1.4	-3%	3%	4%	3%	17%	i	-0.6%
Cc1cc(C)nc(N2CCCC(C(=O)NCc3ccccc3F)C2)n1 (stereo not given)	1%	-2.3	4%	-7%	-8%	5%	3%	i	-0.6%
COc1ccc(Cl)cc1C(=O)NCC(c1ccco1)N(C)C (stereo not given)	0%	-2.8	3%	22%	1%	5%	3%	i	25%
CCN(C(=O)CSc1nc2ccccc2c(=O)n1-c1ccccc1F)C1CCS(=O)(=O)C1 (stereo not given)	-3%	1.6	14%	?	-5%	-4%	-2%	i	4.2%
CCCC(C(=O)NCC1CCCO1)N(Cc1ccco1)C(=O)CNS(=O)(=O)c1ccccc1 (stereo not given)	1%	-1.3	-4%	nt	-7%	7%	20%	i	-0.6%
O=C(NCc1ccco1)c1cc2c(s1)CSC2	0%	-1.2	-1%	?	2%	3%	1%	i	?
O=C(NN=Cc1ccccc1)c1ccccc1	nt	-4.5	3%	?	-2%	4%	9%	i	0.8%
Cc1cccc(N2C(=O)C3C4C=CC(CC4)C3C2=O)c1 (stereo not given)	-1%	-1.5	-21%	-13%	21%	1%	-1%	i	-0.1%
O=S(=O)(NCC1CCCO1)c1cccc2nsnc12 (stereo not given)	1%	-0.2	nt	3%	0%	16%	6%	i	-0.8%
C[C@H](CO)N1C[C@H](C)[C@@H](CN(C)Cc2ccc3c(c2)OCCO3)OCc2cnnn2CCCC1=O	nt	-2.5	nt	nt	22%	5%	-1%	i	-1.3%
Cc1c(Cl)cccc1NC(=O)CCC(=O)NNC(=O)c1ccccc1Cl	-2%	-1.5	4%	2%	?	16%	7%	i	0.5%
Cc1cnc(C(=O)OCC(=O)NC(C)c2ccccc2)cn1 (stereo not given)	-1%	1.3	0%	7%	-8%	0%	3%	i	-0.5%
CC(=O)N1CCN(S(=O)(=O)c2cccc(C(=O)Nc3nccs3)c2)CC1	-1%	-2.9	?	3%	-26%	12%	7%	i	2.5%
Cc1ccc2c(=O)cc(C(F)F)oc2c1	2%	-3.0	-3%	nt	4%	13%	-3%	i	0.1%
CCOC(=O)C1(C)CCCCCN1C(=O)c1ccc(C(F)(F)F)nc1C (stereo not given)	nt	-3.6	nt	nt	10%	-6%	2%	i	0.1%[9.22 µM]
CC12CN(S(=O)(=O)c3ccccc3)CC(C)(CN(S(=O)(=O)c3ccccc3)C1)C2	1%	0.2	4%	6%	-11%	-3%	8%	i	0.1%
Cc1ccccc1/C=C/c1cccc[n+]1C	-1%	-2.1	-29%	1.8µM*	-23%	2%	3%	i	0.2%
CCN(CC(=O)NC(C)(C)C)Cc1cc(=O)n2c(-c3ccccc3)csc2n1	-1%	-3.8	6%	2%	?	0%	8%	i	4.5%
Oc1c(Cl)cc(Cl)cc1/C=N/c1nc(-c2ccc(Cl)cc2)cs1	-1%	1.4	3%	?	-13%	-22%	5%	i	-0.7%
O=C(c1ccco1)N1CCN(S(=O)(=O)c2cccc3nsnc23)CC1	-1%	-0.5	12%	7%	13%	10%	5%	i	-1.0%
CCc1ccccc1NC(=O)C1CCN(C2=NS(=O)(=O)C(c3ccc(C)c(C)c3)=C2C)CC1	nt	nt	-1%	-8%	-26%	nt	nt	nt	-1.0%

Limited to Nrf2 activator, EPAC2 antag and Nrf2 block (2 entries from above):
smiles	Nrf2 activator	EPAC2 antag	Nrf2 block
Oc1c(Cl)cc(Cl)cc1/C=N/c1nc(-c2ccc(Cl)cc2)cs1	-0.7%	-22%	?
O=C(c1ccco1)N1CCN(S(=O)(=O)c2cccc3nsnc23)CC1	-1.0%	10%	7%

Full records, looked up by structure:
Record of CCN(CC(=O)NC(C)(C)C)Cc1cc(=O)n2c(-c3ccccc3)csc2n1 → MmCpn inh = -1%; CCT modulator = -3.8; A549 viability = 6%; Nrf2 block = 2%; TGFb SMAD3 inh = ?; EPAC2 antag = 0%; EPAC2 agonist = 8%; Akt phos inh = i; Nrf2 activator = 4.5%
Record of COc1ccc(C(=O)Nc2cc(OCc3ccccc3)c(Cl)cc2Cl)cc1 → MmCpn inh = -1%; CCT modulator = 2.1; A549 viability = 14%; Nrf2 block = nt; TGFb SMAD3 inh = -28%; EPAC2 antag = -2%; EPAC2 agonist = 3%; Akt phos inh = i; Nrf2 activator = -0.4%

The listing continues:
SMILES	MmCpn inh	CCT modulator	A549 viability	Nrf2 block	TGFb SMAD3 inh	EPAC2 antag	EPAC2 agonist	Akt phos inh	Nrf2 activator
O=C1CCCC/C1=C/NCc1ccc(F)cc1	1%	-0.3	11%	19%	-1%	1%	5%	i	-0.3%
COc1ccc(-n2c(=O)c(CCC(=O)N3CCN(c4cccc(OC)c4)CC3)nc3ccccc32)cc1	nt	2.4	nt	nt	2%	2%	-4%	i	-0.3%
COCCCn1c(=S)[nH]c(C)c(C)c1=O	0%	1.9	2%	-1%	27%	-26%	9%	i	-0.2%
O=C(Nc1ccccc1-c1ccccc1)c1ccccc1[N+](=O)[O-]	-2%	-2.2	25%	9%	-26%	-8%	8%	i	-0.2%
O=C(CCN1C(=O)c2ccccc2C1=O)Nc1ccc(S(=O)(=O)N2CCOCC2)cc1	1%	-1.8	-10%	nt	-23%	1%	-4%	nt	-0.8%
Cc1csc(SCC(=O)Nc2ccc(C)c(S(=O)(=O)N(C)C)c2)n1	nt	1.5	nt	nt	-21%	0%	-8%	i	4.0%
COc1cc(/C=N/NC(=O)CCc2ccccc2)ccc1O	1%	1.2	4%	16%	?	12%	0%	i	6.9%
COc1cc(CNc2nnnn2C)ccc1OCc1c(F)cccc1Cl	4%	0.8	5%	-5%	1%	-2%	-1%	i	1.0%
Cc1ccnc(NC(=O)CCNC(=O)c2ccc(Cl)cc2)c1	-4%	-0.4	0%	?	-4%	4%	-6%	i	2.1%
CCSc1cc(C)nc2c(-c3ccccc3)cnn12	0%	-0.5	10%	?	?	-7%	2%	i	16µM*
CC(=O)Nc1ccc(NC2=CC(=O)CC(C)(C)C2)cc1	-5%	1.4	-20%	nt	-6%	5%	-2%	i	0.1%
O=S(=O)(NN=Cc1cccc(Cl)c1)c1ccccc1	nt	-0.1	nt	nt	0%	1%	3%	i	-0.3%
CCOC(=O)c1ccc(NC(=O)CCn2nnc3ccccc32)cc1	1%	-2.5	2%	2%	-5%	5%	0%	i	0.0%
Cc1ccc(CCNS(=O)(=O)c2ccc3c(c2)CCN3C(=O)CCC(=O)O)cc1	nt	nt	-7%	?	1%	nt	nt	nt	-0.7%
CC(=O)c1c(C(C)=O)c(C)n(NC(=O)c2ccccc2Cl)c1C	-3%	-2.1	-16%	10%	29%	3%	12%	i	0.1%
Cc1ccc(C(=O)OCC(=O)N2CCC(C)CC2)cc1S(=O)(=O)N1CCCCC1	0%	-1.8	-16%	3%	1%	4%	-5%	i	0.5%
O=C(COC(=O)CN1C(=O)NC2(CCCC2)C1=O)NCc1ccc(Cl)cc1Cl	0%	-0.4	0%	-29%	-5%	-5%	2%	i	0.3%
Cc1csc(NC(=O)CSc2nnc(Cn3c(=O)sc4ccccc43)n2-c2ccccc2)n1	?	-2.3	3%	-13%	2%	17%	3%	i	3.5%
CC(NC(=O)c1ccc(OC2CCN(Cc3ccccn3)CC2)cc1)c1nccs1 (stereo not given)	-4%	0.7	-16%	19%	0%	1%	-9%	i	-0.7%
Cc1ccc(C)c2c1cc(C)c1nnc(SCC(=O)Nc3cccc(C(=O)O)c3)n12	-16%	-4.4	-6%	-21%	14%	-1%	6%	i	-0.3%
CN(CCc1ccccc1)C(=O)c1cccc(NC(=O)Cc2cccc(NC(=O)C3CCCN(C(=O)c4ccccc4)C3)c2)c1 (stereo not given)	nt	-1.0	-11%	26µM*	-15%	-4%	4%	i	2.9%
COCCn1c(=O)[nH]c2cc(C(=O)N3CCN(c4ccc(Cl)cc4)CC3)ccc2c1=O	0%	-0.5	-23%&-10%	5.8µM*!	5%&-15%	-3%	0%	i	-0.2%&-1.2%
NC(Cc1ccc(F)cc1)c1csc(Nc2nncc3ccccc23)n1 (stereo not given)	nt	0.4	nt	nt	?	5%	14%	i	-3.1%
COc1ccc2cc(CCNC(=O)c3ccc4c(c3)OCO4)c(=O)[nH]c2c1	-3%	-4.4	-13%	?	-4%	-2%	13%	i	5.6%

Compound activity from PubChem BioAssay.
